RECQ1 helicase: qHTS Assay for Inhibitors of RecQ-Like Dna Helicase 1 (RECQ1). RECQ1 DNA unwinding, red fluorescence kinetic read. 240,000 compounds, 0.54% hits. ATP-dependent DNA helicase Q1 (Homo sapiens), P46063. AID 2549, 2010. Potency, µM (doses to about 57.3 µM), without a hit: top-dose activity, negative = inhibition, usual class: inhibitors;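 also: plate controls were vehicle for no effect and no enzyme for full effect; nearly all actives have a fitted effect of over 30% in size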
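RECQ1T1 50 nM; forked duplex (20 bp + 30-nt ss tails) 200 nM, ATP 2 mM final; pH 8.0, 2 mM MgCl2, 2.5 ug/ml poly(dI-dC); 15 min compound preincubation; discontinuous kinetic read over 2 h at RT.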
TRb-SRC2 inh: qHTS for Inhibitors of the Interaction of Thyroid Hormone Receptor and Steroid Receptor Coregulator 2. Thyroid hormone receptor beta (Homo sapiens), P10828. TRbeta-SRC2 peptide binding, fluorescence polarization; receptor liganded with 1 µM T3. Potency, µM (highest dose often 106 µM), inactives show top-dose activity change, negative = inhibition, usual class: inhibitors. 280,000 compounds, 0.065% hits;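 also: plate controls were bound peptide for no effect and peptide without receptor for full effect; nearly all actives have a fitted effect of over 50% in size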
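Each compound concentration gave % activity, normalized to unbound and bound Texas Red SRC2 controls, from polarization read after 5 hr ambient incubation with T3-loaded human TRb LBD.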
Tau fibril ThT: qHTS for Inhibitors of Tau Fibril Formation, Thioflavin T Binding; Microtubule-associated protein tau (Homo sapiens), P10636; recombinant tau K18 P301L (four-repeat tau fragment), heparin-induced fibrillization, ThT fluorescence; Potency, µM (top dose mostly 57.4 µM), without a hit: at the top dose activity, negative = inhibition, usual class: inhibitors; 270,000 compounds, 2.1% hits; AID 1460, 2008; also: nearly all actives have a fitted effect of over 55% in size
Target sequence (P10636 561-689 P618L limits assumed): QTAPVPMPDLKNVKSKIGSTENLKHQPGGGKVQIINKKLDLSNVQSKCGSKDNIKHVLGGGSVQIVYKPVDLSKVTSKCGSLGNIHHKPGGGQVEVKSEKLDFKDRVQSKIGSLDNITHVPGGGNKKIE
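Tau K18 P301L fragment (15 uM unlabeled plus 0.24 uM Alexa 594-labeled) in 100 mM sodium acetate pH 7 with compound, fibrillization induced by 20 uM heparin for 6 hr at 37 C. Thioflavin T (30 uM) added, fluorescence read after 1 hr (ex 450, em 510 nm).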
Tau fibril FP: qHTS for Inhibitors of Tau Fibril Formation, Fluorescence Polarization. AID 1468, 2008. Potency, µM (titrated, usually from 57.7 µM), inactives show at the top dose activity, negative = inhibition, usual class: inhibitors. K18 P301L tau heparin fibrillization, Alexa594 FP, 6 h. 280,000 compounds, 0.39% hits; also: nearly all actives have a fitted effect of over 55% in size
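Read-out: fluorescence polarization of Alexa 594-labeled tau (0.24 uM), 555 nm excitation, 632 nm emission. Mixtures held 15 uM unlabeled K18 P301L, compound and 20 uM heparin, pH 7 acetate buffer, incubated 6 hr at 37 C.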
TR SRC2 fluor cs: Total Fluorescence Counterscreen for Inhibitors of the Interaction of Thyroid Hormone Receptor and Steroid Receptor Coregulator 2 | TRb/SRC2 Texas Red total fluorescence interference | AID 1479, 2009 | 280,000 compounds, 0.29% hits | Potency, µM (highest dose often 106 µM), for the others: at the highest dose fluorescence change, negative = quenching; active = well fitted curve in either direction with a large enough effect; inconclusive = small, poorly fitted or top-dose-only effect
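Human TRb ligand-binding domain at 0.6 uM with 20 nM Texas Red SRC2 peptide in Tris buffer containing 1 uM T3 and 5% DMSO, incubated with compound 5 h at ambient temperature. Total fluorescence (555/632 nm) calculated as parallel + 2 × perpendicular.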
L3MBTL1 block: qHTS Assay for the Inhibitors of L3MBTL1; Lethal(3)malignant brain tumor-like protein 1 (Homo sapiens), Q9Y468; AlphaScreen L3MBTL1–H3K9me1 peptide binding; Potency, µM (highest dose often 57.1 µM), for inactives: at the top dose activity, negative = inhibition, most hits filed as inhibitors; 230,000 compounds, 0.66% hits; AID 485360, 2010; also: nearly all actives have a fitted effect of over 60% in size
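AlphaScreen proximity signal between nickel-chelate acceptor and streptavidin donor beads (final 10 ug/mL) reports binding of 50 nM L3MBTL1 to 75 nM biotin-H3 K9me1 peptide; complex incubated with compounds 30 min at room temperature; cefsulodin titration as control.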
KDM4E inh: qHTS Assay for Inhibitors of Human Jumonji Domain Containing 2E (JMJD2E) | Potency, µM (series often up to 57.1 µM), for the others: top-dose activity change, negative = inhibition, actives largely listed as inhibitors | Lysine-specific demethylase 4E (Homo sapiens), B2RXH2 | 230,000 compounds, 1.6% hits | JMJD2E catalytic domain, FDH-coupled NADH fluorescence (FDH is formaldehyde dehydrogenase) | AID 2147, 2009; active = well fitted inhibition curve with a large enough effect, not every such curve was filed as active; inconclusive = small, poorly fitted or top-dose-only effect, or another doubt; inactive = no such curve, though single readings can be large or run the other way;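 also: 0% = wells with enzyme and -100% = buffer wells without enzyme; nearly all actives have a fitted effect of over 50% in size; many of its hits are not listed in these tables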
Target sequence (B2RXH2 1-337 limits assumed): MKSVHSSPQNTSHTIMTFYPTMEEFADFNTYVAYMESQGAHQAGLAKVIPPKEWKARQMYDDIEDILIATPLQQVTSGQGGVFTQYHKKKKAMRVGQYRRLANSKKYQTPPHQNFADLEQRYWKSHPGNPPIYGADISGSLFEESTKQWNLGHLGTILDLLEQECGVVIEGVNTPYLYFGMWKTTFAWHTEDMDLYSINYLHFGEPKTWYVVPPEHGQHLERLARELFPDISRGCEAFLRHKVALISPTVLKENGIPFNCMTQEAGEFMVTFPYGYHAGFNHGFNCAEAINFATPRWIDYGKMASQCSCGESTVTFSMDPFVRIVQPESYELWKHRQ
RGS12 GoLoco inh: qHTS Assay for Inhibitors of RGS12 GoLoco Motif Activity (Red Fluorophore); Gai1:RGS12 GoLoco peptide FP, rhodamine, 10 min; Potency, µM (titrated, usually from 61.6 µM), for inactives: at the highest dose activity, negative = inhibition, actives largely listed as inhibitors; 230,000 compounds, 0.44% hits; AID 880, 2007; active = well fitted inhibition curve with a large enough effect, not every such curve was filed as active; inactive = no such curve, though single readings can be large or run the other way; also: nearly all actives have a fitted effect of over 30% in size; many of its hits are not listed in these tables
Target sequence (P63096 whole entry, looked up): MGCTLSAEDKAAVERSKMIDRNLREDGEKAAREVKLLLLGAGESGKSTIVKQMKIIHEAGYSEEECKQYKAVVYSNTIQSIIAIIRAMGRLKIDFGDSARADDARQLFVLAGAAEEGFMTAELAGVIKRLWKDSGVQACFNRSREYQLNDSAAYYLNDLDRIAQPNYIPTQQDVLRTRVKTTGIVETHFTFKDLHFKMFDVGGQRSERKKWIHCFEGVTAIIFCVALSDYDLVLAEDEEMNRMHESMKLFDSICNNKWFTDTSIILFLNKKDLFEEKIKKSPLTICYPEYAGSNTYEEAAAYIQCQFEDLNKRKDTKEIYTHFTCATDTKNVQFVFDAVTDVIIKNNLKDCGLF
* = called active by the depositor; i = inactive; ? = inconclusive; / = not tested or not shown; [ ] = remark or other dose. Unless noted, calls follow the shape of the dose curve; as a rule, active = well fitted curve in the direction sought with a large enough effect; inconclusive = small, poorly fitted or top-dose-only effect, or another doubt; inactive = no such curve, though single readings can be large; an effect the other way counts as inactive or inconclusive. Unless noted, % is scaled to controls: 0 for no effect and ±100 for the full control effect; potency is read from the fitted curve at half-maximal effect. The list is partial; rates above refer to the full screens.

Every second line gives: RECQ1 helicase, TRb-SRC2 inh, Tau fibril ThT, Tau fibril FP, TR SRC2 fluor cs, L3MBTL1 block, KDM4E inh, RGS12 GoLoco inh
- COc1cccc([C@@H]2Oc3ccc(OC)cc3C[C@H]2O)c1
    -1%, 9%, -2%, 2%, 0%, /, 5%, 1%
- O=C(CCn1c(=O)[nH]c2ccccc2c1=O)NCCSCc1ccccc1
    -5%, 1%, -7%, 2%, -2%, /, -2%, 0%
- S=C1NC[C@H](CC2CCCCC2)N1CC1CCCCC1
    -11%, -11%, ?, 6%, 0%, -18%, 5%, 4%
- O=C(C/C(=N/O)c1ccccc1O)C(F)F
    -11%, 3%, -8%, -5%, 3%, 3%, 2%, 0%
- CC1CCN(c2c(NCC3CCC(C(=O)NC4CCCCCC4)CC3)c(=O)c2=O)CC1 (stereo unspecified)
    -2%, 5%, /, -2%, 0%, /, 4%, -3%
- C=C(C(C)=O)C(O)c1ccc(C(F)(F)F)cc1 (stereo unspecified)
    -4%, -1%, -3%, 2%, -4%, /, 2%, 6%
- COc1ccc(CN(Cc2ccc(C(=O)O)cc2)C(=S)Nc2ccccc2Cl)cc1OC
    -4%, -4%, 0%, -4%, 0%, /, 10%, -5%
- COCC(=O)N(C)c1nnc(-c2cnc(C)cn2)s1
    -4%, 9%, -13%, 4%, 0%, -4%, ?, 18%
- CCCOc1ccc(CC2CCC(=O)NC2=O)cc1 (stereo unspecified)
    -5%, -6%, -2%, -4%, -4%, 10%, 13%, 1%
- COc1ccc(C(=O)c2sc3nc(-c4ccccc4)ccc3c2N)cc1
    -11%, 7%, ?, -18%, -2%, 62%[activator], 0%, 2%
- Cc1cccc(CNc2cc(-c3cccnc3)ncn2)c1
    -1%, -3%, -5%, 1%, -3%, /, ?, 2%
- CC(=O)Nc1ccc(S(=O)(=O)Nc2nc3ccccc3nc2Nc2ccccc2)cc1
    11%, -3%, ?, 9%, -4%, 0%, ?, 4%
- Cc1cc(C)c2nc(/N=C(\N)NC(=O)Nc3ccccc3)nc(C)c2c1
    2%, 4%, ?, ?, -3%, -19%, -2%, 137%[activator]
- C/C(=N\Nc1ccc([N+](=O)[O-])cc1[N+](=O)[O-])C(C)(C)C(C(=O)O)C(=O)O
    0%, 0%, ?, 5%, 1%, -3%, ?, 19%
- CC1CCCCC1NC(=O)C1CCN(S(=O)(=O)c2ccc3c(c2)CCC(=O)N3)CC1 (stereo unspecified)
    -17%, 6%, -7%, 4%, -4%, /, -3%, 21%
- O=C(Cn1nc(-c2ccc(Cl)cc2)c2ccccc2c1=O)Nc1cccc(C(F)(F)F)c1
    /, -4%, 5%, ?, 0%, /, /, /
- CCOC(=O)c1cc(-c2c(Cl)cccc2Cl)no1
    3%, 4%, -14%, -18%, -1%, 3%, -9%, 0%
- Cc1ccc2c(=O)c(C(=O)c3cccc(Cl)c3)cn(CC(=O)NCc3ccc(F)cc3)c2n1
    /, 7%, 7%, -10%, 1%, /, /, /
- Cc1cccc(C(=O)NC(=S)NNC(=O)c2ccc(Cl)cc2)c1
    i, -3%, -13%, 2%, 1%, 5%, ?, 14%
- COc1ccccc1NS(=O)(=O)c1cc(NC(=O)c2cccs2)ccc1N1CCOCC1
    -17%, 9%, 7%, ?, -1%, /, ?, 0%
- CCc1nn(CC(=O)NCCc2ccc(OC)cc2OC)c(=O)c2cc3occc3n12
    /, -1%, -8%, -3%, 0%, /, /, /
- Cn1c(=O)c(=O)n(C)c2cc(S(=O)(=O)N3CCCC3C(=O)Nc3cccc(F)c3)ccc21 (stereo unspecified)
    /, -13%, 14%, 10%, -2%, /, /, /
- CCCOc1ccc(C(=O)ON=C2CCN(C)CC2)cc1
    -4%, 5%, -8%, 6%, 0%, /, 2%, 7%
- COc1cc(NC(=S)N(C)CCC#N)c(OC)cc1Cl
    8%, -8%, 11%, 4%, -1%, -16%, -7%, -4%
- O/N=C/c1ccc2cccc(O)c2n1
    10%, -3%, /, 1%, 0%, /, 32µM*, 4%
- COc1cc(Br)cc(CN2CCN(C=O)CC2)c1O
    -1%, 0%, -1%, 1%, -3%, /, 1%, -31%
- O=C(NCN1CCCCC1)c1cnccn1
    -6%, -1%, -1%, -6%, -4%, -9%, 5%, -1%
- CCCc1nc2c([nH]1)C(c1cccnc1)C(C#N)=C(N)O2 (stereo unspecified)
    1%, -1%, -7%, 3%, -5%, 1%, -7%, 4%
- Cc1ccc2c(c1)C(=O)C(=O)N2CC(=O)Nc1ccc(N2CCOCC2)cc1
    -7%, -6%[53 µM], -4%, 2%[2.34 µM], -4%[53 µM], -5%, 6%, -1%
- COc1ccc(NC(=O)CSc2ccc(-c3cccs3)nn2)cc1
    /, 6%, -5%, -10%, -2%, /, /, /
- COc1ccccc1N1CCN(C(=O)c2c(-c3ccccc3)noc2C)CC1
    -9%, 2%, -21%, -9%, -1%, 1%, ?, /
- COc1cccc(CN(C)C(=O)CCc2nnc(-c3ccsc3)o2)c1
    i, 6%, 6%, -7%, -4%, 13%, 5%, 5%
- Oc1ccc(-c2cn3c(n2)SCC3)cc1
    -9%, 6%, ?, -2%, -3%, /, -2%, 4%
- OCCCN=c1cc(-c2ccccc2)oc2ccc(Cl)cc12
    i, -5%, -15%, 1%, -4%, /, -3%, 4%
- Cc1cc(C(=O)COC(=O)c2ccncc2)c(C)n1CCc1ccc(F)cc1
    -9%, -5%, -14%, 5%, -4%, /, -9%, -2%
- O=C(CSc1ncccn1)NC(=O)NCc1ccccc1
    i, -6%, -3%, -3%, 1%, 0%, 5%, 0%
- COc1cccc(CNC(=O)c2c(C)oc3ncnc(N4CCOCC4)c23)c1
    /, 1%, 5%, 7%, -1%, /, /, /
- COc1ccccc1N1CCN(C(CNS(C)(=O)=O)c2cccnc2)CC1 (stereo unspecified)
    -3%, -4%, -6%, 0%, -1%, /, 4%, 22%
- CC12C=C(/C=C/c3ccc(Br)cc3)C(C)(C1)[C@H](c1ccc(Br)cc1)CC2=O (stereo partly specified)
    -7%, 6%, -8%, -3%, -2%, /, -3%, 8%
- CC(C)OC(=O)CSc1nnc(-c2cnccn2)n1C
    -2%, -23%, 6%, 5%, 3%, 31%[activator], -1%, -14%
- Nc1nc(N)c2ncc(C(=O)CCc3ccccc3)nc2n1
    14%, 5%, ?, -1%, -2%, -11%, -6%, 8%
- COc1ccc(S(=O)(=O)NCCc2ccccc2)cc1
    -2%, -2%, -8%, 0%, 1%, /, 2%, 0%
- Cc1ccc(C=C2C(=O)c3ccccc3C2=O)s1
    14µM*, ?, 14µM*, 12%, 45µM*[fluorescent], /, -7%, 198%[activator]
- CN1CCN(C(=S)c2ccc(N(C)C)cc2)CC1
    0%, -17%, -1%, 8%, 0%, -9%, ?, -18%
- CCOC(=O)C(NC(C)=O)C(OC(C)=O)c1cccc(N(CCO)CCO)c1 (stereo unspecified)
    4%, -5%, -5%, -4%, -5%, -2%, -9%, -16%
- O=C1CC(Nc2ccc3ccccc3c2)C(=O)N1Cc1ccccc1 (stereo unspecified)
    -18%, -5%, ?, 19%, -4%, /, -2%, 0%
- CCC(Oc1ccccc1)C(=O)Nc1nnc(C)s1 (stereo unspecified)
    -6%, -1%, -11%, 0%, 0%, 1%, -2%, -12%
- COc1ccc(N(CC(=O)NCCC2=CCCCC2)S(=O)(=O)c2ccccc2)cc1OC
    i, -1%, -4%, 3%, 1%, 5%, -7%, -3%
- CSc1ccc(-c2nc3c(C)cccn3c2Nc2ccc3c(c2)OCCO3)cc1
    /, 4%, ?, 15%, -1%, /, /, /
- Cc1ccc(C(=O)NC2CC3CCCC(C2)N3C(=S)NCc2ccco2)cc1 (stereo unspecified)
    -5%, 3%, ?, -14%, -1%, -7%, 1%, 30%[activator]

Later entries.
Every second line gives: RECQ1 helicase, TRb-SRC2 inh, Tau fibril ThT, Tau fibril FP, TR SRC2 fluor cs, L3MBTL1 block, KDM4E inh, RGS12 GoLoco inh
- CCOC(=O)N1CCN(C(=O)c2ccc(Cn3c(=S)[nH]c4cc(OCC)c(OCC)cc4c3=O)cc2)CC1
    i, -6%, 12%, -7%, -4%, /, 2%, 0%
- COc1ccc(Br)cc1CNC(=O)c1cc(=O)[nH]c2ccc(S(=O)(=O)N3CCCCC3)cc12
    /, -2%, 7%, ?, -2%, /, /, /
- CC(C)(C)c1cc(=O)n2c(C#N)c(C#N)nc2[nH]1
    -1%, 4%, -5%, 9%, 1%, 6%, ?, -1%
- COc1ccc(NC(=O)Cc2c(C(=O)O)[nH]c3ccccc23)cc1OC
    /, -8%, -12%, 1%, -1%, /, /, /
- CC(C)c1ccc(NC(=O)COc2ccc(S(=O)(=O)N3CCOCC3)cc2)cc1
    i, 0%, 2%, -8%, 0%, /, 3%, 0%
- CCCn1c(=O)[nH]c(=O)c2c1nc(-c1ccc(OC)c(Br)c1)n2CCOC
    -4%, -9%, -8%, 5%, 0%, -12%, ?, 3%
- CCOC(=O)c1sc2ccccc2c1S(=O)(=O)N1CCN(c2ccccc2)CC1
    /, -3%, -8%, -6%, -17%, /, /, /
- COc1ccc(S(=O)(=O)N2Cc3ccccc3CC2C(=O)Nc2cccc(C)c2)cc1OC (stereo unspecified)
    /, 2%, -15%, -3%, 1%, /, /, /
- COc1ccc(NC(=O)COC(=O)c2ccc(F)cc2F)cc1
    i, 9%, -5%, 8%, 1%, -1%, -3%, 6%
- Cc1ccc(N(CC(=O)NCCSCc2ccco2)S(=O)(=O)c2ccc(F)cc2)cc1
    -12%, -5%, -6%, -4%, -2%, -20%, -24%, 1%

Screens: PubChem BioAssay, National Center for Advancing Translational Sciences (NCATS)
